High-throughput results from PubChem.
MT1-MMP act inh = blockers of MT1-MMP proenzyme processing, primary screen, HT1080 RFP-PRO-GFP cells, GFP/RFP fluorescence | GFP/RFP ratio fluorescence, overnight; percent of plate control window, DMSO zero | hit rate 0.061% among 360,000 | AID 651647, 2012 | GFP/RFP ratio change, % at 20 µM;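 active = GFP/RFP ratio change of at least 30% with cell ATP level not reduced by more than half and red fluorescence within 50% of control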; also: strong numbers were not always called active
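Material: RFP-PRO-GFP reporter HT1080 cells. Dosing: single-point 20 µM compound, 1% DMSO. Controls: DMSO and RFP-L50D-GFP cell wells. Timing: cells overnight before dosing, compound overnight, 37 °C, 5% CO2. Measure: GFP/RFP fluorescence ratio.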
SKN-1 block = suppressors of acrylamide-induced Pgst-4::GFP reporter in worms, primary screen, SKN-1 inhibitor project, whole organism, uHTS, GFP/RFP fluorescence ratio, strain VP596; C. elegans VP596 Pgst-4::GFP/RFP ratio, 24 h; hit rate 0.49% among 360,000; inhibition, % at 21.8 µM; AID 624304, 2012;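 active = interference check ratio from 0.5 to 1.5 plus GFP to RFP signal ratio inhibition reaching or exceeding a fixed threshold, cut at about 30% in these data, passing the limit was not always enough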; also: some compounds called inactive have numbers as strong as hits
Neddylation inh = inhibitors of cullin neddylation, primary screen, biochemical, TR-FRET, uHTS, NAE and Ubc12; hit rate 0.58% among 360,000; NEDD8-conjugating enzyme Ubc12 (Homo sapiens) + NEDD8-activating enzyme E1 regulatory …; AID 651699, 2012; calls only at 25 µM; in the data active = inhibition above about 36%
eLon inh = inhibitors of E. coli Lon protease, primary screen, biochemical, fluorescence polarization; inhibition, % at 7.94 µM; hit rate 0.42% among 360,000; AID 602123, 2011; P0A9M0; purified E. coli Lon protease; in the data active = inhibition above about 13%, passing the limit was not always enough;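 also: 0% = enzyme with probe and DMSO and 100% = no enzyme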
Target sequence (P0A9M0 whole entry, looked up): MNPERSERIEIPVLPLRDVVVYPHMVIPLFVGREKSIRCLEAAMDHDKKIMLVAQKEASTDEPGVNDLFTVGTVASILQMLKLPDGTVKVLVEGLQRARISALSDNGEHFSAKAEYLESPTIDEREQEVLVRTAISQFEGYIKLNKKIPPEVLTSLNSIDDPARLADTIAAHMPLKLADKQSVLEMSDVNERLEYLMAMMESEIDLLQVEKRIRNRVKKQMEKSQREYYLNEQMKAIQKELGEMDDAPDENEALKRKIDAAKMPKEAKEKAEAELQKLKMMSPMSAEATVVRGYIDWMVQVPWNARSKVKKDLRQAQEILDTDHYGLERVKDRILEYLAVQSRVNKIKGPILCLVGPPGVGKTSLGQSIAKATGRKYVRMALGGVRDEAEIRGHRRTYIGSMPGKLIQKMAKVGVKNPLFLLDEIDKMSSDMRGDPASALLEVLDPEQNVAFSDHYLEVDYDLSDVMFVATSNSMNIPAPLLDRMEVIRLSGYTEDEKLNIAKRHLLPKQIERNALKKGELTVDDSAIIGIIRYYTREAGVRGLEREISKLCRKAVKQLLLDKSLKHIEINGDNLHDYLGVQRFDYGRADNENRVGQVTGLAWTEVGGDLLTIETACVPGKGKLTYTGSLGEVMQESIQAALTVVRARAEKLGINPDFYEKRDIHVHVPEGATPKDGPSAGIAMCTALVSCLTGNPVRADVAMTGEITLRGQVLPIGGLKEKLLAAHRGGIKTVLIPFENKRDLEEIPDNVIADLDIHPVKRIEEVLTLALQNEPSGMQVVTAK
MsrA inh = bovine MsrA enzyme inhibitors, primary screen, biochemical, absorbance, HTS; purified bovine MsrA, absorbance read-out; hit rate 0.75% among 360,000; inhibition, % at 15.5 µM; Methionine sulfoxide reductase A (Bos taurus); in the data active = inhibition above about 4.5%;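 also: 0% = vehicle wells with enzyme and 100% = reference inhibitor wells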
Rin1 Abl inh = inhibitors of Rin1-Abl protein binding, primary screen, biochemical, TR-FRET. Tyrosine-protein kinase ABL1 (Homo sapiens) + Ras and Rab interactor 1 (Homo sapiens), …. inhibition, % at 7.35 µM. hit rate 0.4% among 360,000; in the data active = inhibition above about 5%, passing the limit was not always enough
FAS TE block = FAS thioesterase domain inhibitors, primary screen, biochemical, fluorescence intensity, uHTS. Fatty acid synthase (Homo sapiens), P49327. recombinant FAS-TE, OMFH fluorogenic substrate, fluorescence endpoint. inhibition, % at 15 µM. hit rate 0.67% among 360,000. AID 602261, 2012;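 active = compounds whose normalised, plate-corrected inhibition of enzyme fluorescence in the single-dose primary screen is 50% or more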;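 also: 0% = DMSO with enzyme and 100% = substrate without enzyme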
bovine MsrA act = bovine MsrA enzyme activators, primary screen, biochemical, absorbance, HTS. purified bovine MsrA, absorbance read-out. activation, % at 10.6 µM. hit rate 0.3% among 360,000. AID 602163, 2012; in the data active = activation above about 7.5%;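 also: 0% = vehicle and 100% = reference activator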
NRP1-CendR mod = modulators of CendR peptide binding to NRP-1, primary screen, biochemical, fluorescence polarization, uHTS; FAM-RPARPAR peptide binding to NRP-1; inhibition, % at 25 µM; hit rate 0.85% among 360,000;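 active = inhibition or corrected inhibition above about 18%, plus a signal ratio from 0.5 to 1.5, limit read from the data, passing the limit was not always enough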; also: strong numbers were not always called active
The depositor's hits bear a star; i = inactive; . = no result given; & = joins results of further samples.

SMILES | MT1-MMP act inh | SKN-1 block | Neddylation inh | eLon inh | MsrA inh | Rin1 Abl inh | FAS TE block | bovine MsrA act | NRP1-CendR mod
CCNc1ccc(C(=O)OCC(=O)N(Cc2ccccc2)C(C)(C)C)cc1[N+](=O)[O-] | 2 | 2 | i | 5 | 0.1 | -4 | 39 | -1 | -18
CCOC(=O)/C(C#N)=C/c1ccc(OCC(=O)Nc2ccc(C)c(C)c2)c(OC)c1 | 7 | 10 | . | -23 | -1.4 | 0 | -8 | 1 | 11
Cc1noc(C)c1COc1ccccc1C(=O)N1CCN(S(=O)(=O)c2ccccc2C#N)CC1 | -2 | -16 | i | -6 | -0.1 | 3 | -5 | -3 | 10
CC(C)OC(=O)c1c(NC(=O)c2ccco2)sc2c1CCCCC2 | -9 | 4 | . | -9 | 0.4 | 3 | 20 | -4 | -7
CCOC(=O)c1c(C)nc2c(c1-c1cc(OC)ccc1OC)C(=O)CC(C)(C)C2 | -1 | -1 | i | -2 | 0.6 | 3 | -3 | 3 | -5
CCOC(=O)NC(=O)/C(N=Nc1cc(C)cc(C)c1)=C(\C)O | 9 | 8 | i | 6 | 0.1 | 3 | -1 | -6 | 5
Cc1ccc2nc(NC(=O)CSc3nc(=O)n(CCCN(C)C)c4c3CCC4)sc2c1 | -1 | 5 | i | -33 | 0.2 | 2 | -3 | 1 | -8
O=C1Nc2ccccc2C1Cc1ccccc1 (centres undefined) | 0 | -8 | i | -2 | -0.5 | -2 | -3 | 0 | 11
CC1(C)CC(=O)C2=C(C1)NCN(CCCN1CCOCC1)C2 | 2 | 22 | i | -5 | 1.6 | 0 | -8 | -2 | -7
CC(C(=O)Nc1ccccc1F)N1C(=O)c2ccccc2C1=O (centres undefined) | 8 | 8 | i | -7 | -0.1 | 1 | -6 | -2 | 12
CCOc1ccc(Nc2cc(=O)[nH]c(=O)[nH]2)cc1 | -1 | 2 | i | 3 | -0.8 | 0 | -5 | 1 | -10
C/C=C/C(=O)Nc1cccc(C2=NOC3(C2)C[C@@H](C(N)=O)N(C(=O)c2cc([N+](=O)[O-])cc([N+](=O)[O-])c2C)C3)c1 (some centres undefined) | 2 | 3 | i | -4 | 0.0 | -3 | 10 | -3 | 7
O=C(COc1ccc(Cl)c(Cl)c1)NN1C(=O)C2C(C1=O)C1C=CC2C12CC2 (centres undefined) | 3 | -1 | i | 2 | -1.3 | 2 | -2 | 0 | 6
CC(=O)c1ccc(N2CCN(C(=S)Nc3ccc(Cl)c(Cl)c3)CC2)cc1 | 0 | -2 | i | -2 | 1.8 | -1 | -3 | -2 | 6
CCOC(=O)N1CCN(c2ccc(Cl)cc2)CC1 | 3 | 24 | i | 3 | -0.1 | 2 | -9 | -6 | 24
CCc1ccc(NS(=O)(=O)c2c(C)noc2C)cc1 | 2 | 19 | i | 2 | 0.9 | 1 | -1 | -1 | 9
COc1ccc(/C=C2/SC(=S)N(NS(=O)(=O)c3ccccc3)C2=O)cc1 | -1 | 11 | i | -1 | 1.1 | 1 | 7 | -1 | -40
Cc1cc(C)cc(NC(=O)c2cc(C)nc3ccccc23)c1 | 4 | 12 | i | -7 | 0.3 | 1 | -2 | -8 | -11
Cc1ccc(C(=O)C(C)OC(=O)Cn2c(C)csc2=O)cc1 (centres undefined) | 1 | -8 | i | 7 | -0.8 | 1 | -2 | -10 | -1
COc1ccc(/C(C)=N/Nc2nncc3ccccc23)cc1 | -5 | -29 | i | -3 | 2.8 | -3 | -2 | -3 | -8
CC(C)c1cc(C(=O)N/N=C/c2cccnc2)n[nH]1 | 1 | 0 | i | -16 | 0.0 | 0 | -8 | -5 | -3
COc1ccc(CN2CCN(Cc3c[nH]c4ccccc34)CC2)cc1OC | -2 | -3 | i | -16 | 0.0 | -1 | -10 | -7 | 2
Cc1nnc(NC2=NCCCCC2)o1 | 8 | -11 | i | 4 | 0.6 | -1 | -8 | 1 | -4
O=C(CSc1nc2ncc(Cl)cc2[nH]1)Nc1cccc(F)c1 | -4 | 5 | i | -5 | 0.4 | 0 | -4 | -3 | 0
CC(=O)Nc1ccc(NC(=O)C2CCN(c3c(Cc4ccccc4)c(C)nc4ncnn34)CC2)cc1 | 4 | 4 | i | -1 | 0.6 | 1 | -3 | -6 | 0

New compounds follow.
SMILES | MT1-MMP act inh | SKN-1 block | Neddylation inh | eLon inh | MsrA inh | Rin1 Abl inh | FAS TE block | bovine MsrA act | NRP1-CendR mod
NC(=O)C1=C[C@H](c2coc3ccccc3c2=O)C[C@H](OCc2ccc(CO)cc2)O1 | 4 | -1 | i | -9 | -0.8 | 1 | -7 | -5 | -2
COc1ccc(NC(=O)CCSc2nnnn2C)cc1 | 0 | 1 | i | -2 | -0.8 | 3 | -5 | -3 | 4
Nc1c(C(=O)CSc2nc(-c3ccccc3)cs2)c(=O)[nH]c(=O)n1C1CC1 | 4 | -6 | i | -9 | -0.7 | -2 | 2 | -5 | 0
O=c1c2c3c(sc2ncn1-n1cccc1)CCCCC3 | 3 | -2 | i | -4 | -0.8 | -1 | 10 | -1 | -6
CC(Oc1ccc(Cl)cc1)C(=O)NCCN1C(=O)S/C(=C\c2cccnc2)C1=O (centres undefined) | -3 | 0 | i | -22 | 2.4 | 0 | 5 | 0 | -17
O=C(C[C@H]1C/C=C\C[C@@H](Cc2ccc(F)cc2)C(=O)OC[C@H]2CCCN2C1=O)N[C@@H](CO)Cc1ccccc1 | 5 | -6 | i | -1 | -0.2 | 4 | -4 | -1 | 3
COCCNC(=O)Cn1c(=O)n(CCC(=O)NCCc2ccccc2)c(=O)c2ccccc21 | -2 | -1 | i | -3 | -0.7 | -1 | -8 | -2 | 6
CC1(NC(=O)CN2CCN(c3cnn(-c4ccccc4)c(=O)c3Cl)CC2)CCS(=O)(=O)C1 (centres undefined) | 1 | -4 | i | -7 | 3.5 | -1 | -6 | 0 | -14
Cc1ccc(-c2n[nH]c(=S)n2Cc2ccccc2)cc1 | 6 | 5 | i | -4 | 0.7 | -2 | -2 | -1 | -3
CN(C)c1ccc(/C=C/C(=O)c2ccc(O)cc2)cc1[N+](=O)[O-] | 4 | 4 | i | 4 | 0.3 | -4 | 3 | -4 | -26
CC(=O)N1c2ccccc2C(CBr)=CC1(C)C | -2 | 0 | i | 5 | -0.7 | -3 | -5 | -3 | -16
Cc1nnc(SCC(=O)N2c3ccccc3C(C)(c3ccccc3)CC2(C)C)s1 (centres undefined) | -13 | 7 | i | 1 | 0.5 | -2 | 30 | -3 | 4
COC(=O)c1sc2nc(N)c(C#N)cc2c1N | 3 | 23 | i | -4 | 1.3 | -3 | -9 | -4 | -20
Cc1[nH]c2ccc(C(=O)OC(C)C(=O)N(C)C3CCCCC3)cc2c1C (centres undefined) | 0 | 18 | i | 13 | -0.5 | 1 | 10 | -1 | -10
CCS(=O)(=O)n1nc(-c2ccc(OC)cc2)nc1N | 0 | 4 | i | -1 | 0.9 | -1 | -2 | -4 | -1
Cc1ccc2nc(NC(=S)NC(=O)c3cccs3)sc2c1 | -2 | -3 | i | -1 | 0.2 | 0 | 15 | -5 | -10
Cc1cc(-c2ccccc2)n2nc(C)c(-c3ccccc3)c2n1 | -2 | 7 | i | -3 | 1.0 | 1 | 14 | -6 | 21
Cc1ccc(C)c(Oc2cc(F)nc(N)n2)c1 | -10 | 6 | i | -5 | 0.5 | 5 | 3 | 0 | 7
COc1ccc(CCNS(=O)(=O)c2ccccc2)cc1OC | -1 | 13 | i | -9 | 0.4 | 3 | -3 | -10 | -11
CN1CCN(C(=O)C2CC(c3c(F)cccc3Cl)=NO2)CC1 (centres undefined) | 3 | 11 | i | -4 | -0.9 | 3 | -9 | -3 | 11
C[N+](C)(C)CCN1C(=O)CSC1=O | 2 | -10 | i | -2 | 0.2 | 0 | -8 | -1 | -13
COc1ccccc1NC(=O)Nc1nc(CC(=O)Nc2cccc(F)c2)cs1 | 5 | 21 | i | 0 | 0.3 | 0 | 13 | -10 | -3
O=S(=O)(NC(=S)NC1CCCCC1)c1cccs1 | 1 | -8 | i | -2 | -0.7 | 1 | -7 | 7 | 15
CCOC(=O)C(C)Sc1ccc2nnc(CCNS(=O)(=O)c3ccc(C)cc3)n2n1 (centres undefined) | -2 | -10 | i | 8 | -0.7 | 0 | 0 | 0 | 7
N#C/C(=C\c1ccc(OCc2cccc(C(=O)O)c2)cc1)C(=O)NCc1ccco1 | 0 | -4 | i | 5 | 1.9 | -4 | 5 | -5 | 4

Continuation:
SMILES | MT1-MMP act inh | SKN-1 block | Neddylation inh | eLon inh | MsrA inh | Rin1 Abl inh | FAS TE block | bovine MsrA act | NRP1-CendR mod
CN(C)C(=O)C[n+]1ccc(C(N)=O)cc1 | 0 | 8 | i | -9 | 0.4 | -2 | -6 | -2 | 12
O=C1CC(NC2CCN(C(=O)c3cccc(F)c3)CC2)C(=O)N1 (centres undefined) | 0 | 19 | i | -7 | 0.0 | 3 | -6 | 1 | -5
CCOC(=O)Cc1csc(NC(=O)CSc2nnc(-c3ccncc3)n2Cc2ccco2)n1 | 1 | 18 | i | -8 | -0.7 | -2 | -9 | 4 | -6
NCCCS(=O)(=O)O | 0&2 | -19&-12 | i | -5&4 | -0.5&2.1 | 1&4 | -4&-5 | -8&-2 | -7&0
CCOc1ccc(C(=O)N(Cc2ccccc2)c2cccc(C)c2)cc1OC | 2 | -10 | i | -1 | 0.0 | -1 | 15 | -1 | 18
N#Cc1ccc(S(=O)(=O)NCC(=O)OCC(=O)N2CCCC2=O)cc1 | 3 | -24 | i | -2 | 1.1 | 1 | -8 | -2 | -1
C=CCn1c(=O)c(C(=O)OCC)c(O)c2ccccc21 | 1 | 1 | i | -2 | -0.3 | 1 | -11 | -7 | 1
COc1ccc(C(=O)Nc2cc(C)on2)cc1OC | -3 | 3 | i | 7 | 1.4 | 1 | -5 | -5 | -2
O=C(NC1=NCCS1)C12CC3CC(CC(C3)C1)C2 | 1 | -8 | i | -7 | 1.4 | 3 | -12 | 0 | 9
CCCC(=O)n1nc(-c2cccnc2)nc1N | 0 | 24 | i | 1 | -0.7 | -5 | -4 | 0 | 4
Cc1nc(SCc2ccccc2C#N)n[nH]1 | -1 | -10 | i | 3 | -2.4 | -2 | -2 | -3 | 2
COc1cc(CN2CCN(Cc3ccc(C)cc3)C(CCO)C2)ccc1O (centres undefined) | 3 | 8 | i | 1 | 0.5 | 1 | -5 | -4 | 1
CCOC(=O)C1C(C(=O)OC)=C(c2ccc(OC)cc2)c2ccc(OC)cc2N1S(=O)(=O)C(F)(F)F (centres undefined) | -1 | 0 | i | -8 | . | -2 | 16 | -5 | -4

Reprinted at random: two compounds from above, in no set order.
SMILES | MT1-MMP act inh | SKN-1 block | Neddylation inh | eLon inh | MsrA inh | Rin1 Abl inh | FAS TE block | bovine MsrA act | NRP1-CendR mod
N#Cc1ccc(S(=O)(=O)NCC(=O)OCC(=O)N2CCCC2=O)cc1 | 3 | -24 | i | -2 | 1.1 | 1 | -8 | -2 | -1
CCOc1ccc(C(=O)N(Cc2ccccc2)c2cccc(C)c2)cc1OC | 2 | -10 | i | -1 | 0.0 | -1 | 15 | -1 | 18

Limited to FAS TE block, NRP1-CendR mod and bovine MsrA act, for 2 of the compounds above:
Molecule	FAS TE block	NRP1-CendR mod	bovine MsrA act
Cc1nc(SCc2ccccc2C#N)n[nH]1	-2	2	-3
COc1cc(CN2CCN(Cc3ccc(C)cc3)C(CCO)C2)ccc1O (centres undefined)	-5	1	-4
